# Assay outcomes: PubChem, Sanford-Burnham Center for Chemical Genomics
# beta cell repl = inducers of MIN6 beta-cell proliferation, primary screen, ATP luminescence, uHTS | MIN6 cells proliferation, ATPlite luminescence, 48 h; cells starved in 0.2% serum; 100% = growth in 10% serum | proliferation, % at 10 µM | hit rate 0.29% among 330,000;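 active = compounds whose signal lies at least 3.5 SD above the mean of all wells on their plate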;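 also: 0% = DMSO-treated cells in low-serum medium and 100% = 10% serum control; some compounds called inactive have numbers as strong as hits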
# mIAP act = activators of mouse IAP, primary screen, biochemical, luminescence, uHTS | muIAP, CDP-Star luminescence, 30 min; stronger effect = higher value; 1 = vehicle-only enzyme signal, 0 = enzyme-free wells | activation factor at 10 µM | hit rate 0.24% among 330,000 | AID 2805, 2010;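 active = activation factor of at least 2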; also: the source names both 10 and 20 µM as test concentration; values of inactives mirror those of a sister screen read the other way
#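 System: mouse IAP enzyme. Reagent: CDP-Star chemiluminescent phosphatase substrate. Benchmarks: DMSO wells, no-enzyme wells. Times: 30 min enzyme-substrate-compound incubation at room temperature. Detection: luminescence from enzymatic CDP-Star hydrolysis. Doses: test compounds delivered from DMSO solution.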
# APOBEC3G inh = APOBEC3G DNA deaminase inhibitors, primary screen, biochemical, fluorescence, single-stranded DNA substrate, uHTS; DNA dC->dU-editing enzyme APOBEC-3G (Homo sapiens), Q9HC16; recombinant A3G, ssDNA deamination FAM/TAMRA fluorescence; inhibition, % at 20 µM; hit rate 0.28% among 330,000; AID 493012, 2011;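 active = inhibition of at least 40% at 20 µM, with no more than 30% in the related APOBEC3A deaminase screen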;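 also: plate controls were DMSO wells with A3G for no effect and wells lacking A3G enzyme for full effect; some compounds called inactive have numbers as strong as hits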
# Target sequence (Q9HC16 whole entry, looked up): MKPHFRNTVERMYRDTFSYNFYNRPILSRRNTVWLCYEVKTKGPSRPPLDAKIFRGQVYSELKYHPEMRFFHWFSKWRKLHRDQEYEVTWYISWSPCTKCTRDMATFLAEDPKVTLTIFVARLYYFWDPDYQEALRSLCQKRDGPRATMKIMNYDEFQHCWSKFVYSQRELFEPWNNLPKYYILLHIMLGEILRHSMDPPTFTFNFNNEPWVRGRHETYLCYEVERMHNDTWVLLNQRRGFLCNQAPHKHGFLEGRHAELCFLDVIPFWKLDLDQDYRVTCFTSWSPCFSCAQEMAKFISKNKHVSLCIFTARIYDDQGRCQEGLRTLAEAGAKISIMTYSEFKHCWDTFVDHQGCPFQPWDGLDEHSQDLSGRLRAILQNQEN
# APOBEC3A inh = APOBEC3A ssDNA deaminase inhibitors, primary screen, selectivity assay for APOBEC3G inhibitor project, biochemical, FAM/TAMRA oligo cleavage fluorescence; DNA dC->dU-editing enzyme APOBEC-3A (Homo sapiens), P31941; recombinant A3A, FAM/TAMRA ssDNA deamination fluorescence; inhibition, % at 20 µM; hit rate 0.41% among 330,000;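 active = at least 40% inhibition at 20 µM here, with at most 30% in a related deaminase screen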;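 also: plate controls were A3A with DMSO for no effect and wells lacking A3A enzyme for full effect; some results filed as inactive read as strong as hits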
# Target sequence (P31941 whole entry, looked up): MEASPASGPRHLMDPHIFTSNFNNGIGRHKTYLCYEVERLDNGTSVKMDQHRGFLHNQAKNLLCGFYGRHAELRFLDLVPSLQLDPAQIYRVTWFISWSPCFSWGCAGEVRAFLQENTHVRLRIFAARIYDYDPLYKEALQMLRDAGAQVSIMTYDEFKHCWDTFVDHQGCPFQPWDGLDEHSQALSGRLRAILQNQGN
# hIAP inh = human IAP inhibitors, primary screen, biochemical, luminescence, uHTS. Intestinal-type alkaline phosphatase (Homo sapiens), P09923. purified IAP, CDP-Star luminescence, 30 min. inhibition, % at 10 µM. hit rate 0.12% among 330,000;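 active = inhibition reaching a set limit with compound at 10 µM in the primary screen, cut at about 35% in these data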;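 also: plate controls were DMSO wells with enzyme for no effect and no-enzyme buffer wells for full effect; values of inactives mirror those of a sister screen read the other way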
# Target sequence (P09923 whole entry, looked up): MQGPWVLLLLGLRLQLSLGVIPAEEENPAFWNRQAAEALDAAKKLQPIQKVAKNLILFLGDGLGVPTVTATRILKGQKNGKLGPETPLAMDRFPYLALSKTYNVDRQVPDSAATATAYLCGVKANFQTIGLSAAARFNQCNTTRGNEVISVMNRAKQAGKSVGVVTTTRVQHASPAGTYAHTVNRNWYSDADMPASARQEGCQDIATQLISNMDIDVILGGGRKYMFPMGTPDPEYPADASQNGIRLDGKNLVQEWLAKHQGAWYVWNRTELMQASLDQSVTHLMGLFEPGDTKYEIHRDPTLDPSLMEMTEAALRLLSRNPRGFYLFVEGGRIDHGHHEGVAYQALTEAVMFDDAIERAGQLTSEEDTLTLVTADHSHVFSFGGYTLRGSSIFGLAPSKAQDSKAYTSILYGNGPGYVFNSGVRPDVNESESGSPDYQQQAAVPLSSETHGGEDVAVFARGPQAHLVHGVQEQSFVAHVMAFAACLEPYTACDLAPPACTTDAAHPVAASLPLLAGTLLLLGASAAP
# mIAP block = inhibitors of mouse IAP, primary screen, biochemical, luminescence, uHTS; intestinal alkaline phosphatase [Mus musculus]; hit rate 0.2% among 330,000; AID 2806, 2010; inhibition, % at 10 µM; purified mouse IAP, CDP-Star luminescence, 30 min;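 active = inhibition of at least 40% at 10 µM in the primary screen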;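 also: plate controls were DMSO with enzyme for no effect and no enzyme wells for full effect; values of inactives mirror those of a sister screen read the other way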
# tim10-1 inh = growth inhibitors of tim10-1 mutant yeast, primary screen, luminescence, uHTS; S. cerevisiae tim10-1 ts strain growth, BacTiter-Glo, 24 h; inhibition, % at 20 µM; hit rate 2.2% among 330,000;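 active = inhibition of at least 40%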;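 also: mutant grown at 25 °C; 0% = DMSO wells with yeast and 100% = wells holding no yeast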
# TIM10 inh = growth inhibitors of isogenic TIM10 control yeast, primary screen, counter-screen for tim10-1 yeast inhibitor project, luminescence, uHTS | AID 463195, 2010 | S. cerevisiae TIM10 strain growth, BacTiter-Glo luminescence, 24 h | hit rate 1.4% among 330,000 | inhibition, % at 10 µM;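 active = inhibition of 40% or more at the single tested concentration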;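 also: wild-type TIM10 isogenic control strain grown at permissive 25 °C; 0% = DMSO yeast wells and 100% = minimal medium wells without yeast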
# NALP3 yeast inh = NALP3 inflammasome inhibitors in reconstituted yeast, primary screen, luminescence, uHTS; Yeast reconstituted NLRP3/ASC/caspase-1, beta-gal luminescence, 24 h; inhibition, % at 10 µM; hit rate 0.39% among 330,000; AID 2825, 2010;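 active = inhibition of 50% or more; inactive = inhibition below 50%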;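 also: plate controls were induced DMSO wells for no effect and uninduced yeast grown without galactose for full effect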
# * marks the source's active call; other numbers are inactive results; nt = no result given. Hits appear at their usual frequency; about 4.6% have a hit in one of these screens.
SMILES,beta cell repl,mIAP act,APOBEC3G inh,APOBEC3A inh,hIAP inh,mIAP block,tim10-1 inh,TIM10 inh,NALP3 yeast inh
CCOc1ccccc1C1C(C(=O)OC)=CN(C)C=C1C(=O)OC,0,1.1,-1,2,-6,-8,16,-8,20
O=C(CSc1nnc(Cc2ccccc2)n1Cc1ccco1)NC12CC3CC(CC(C3)C1)C2,-4,0.95,-5,1,0,5,34,36,12
COc1ccc([N+](=O)[O-])cc1C(=O)NCCOc1ccc(Cl)cc1,-2,1,0,4,8,-5,15,-2,34
CCOc1ccc(-c2nnn(CC(=O)c3ccc4c(c3)OCCO4)n2)cc1OCC,1,0.88,-5,-1,-10,12,-30,11,12
CC(CNC(=O)CC(C)(C)C)NC(=O)CC(C)(C)C (stereo not given),-1,0.98,-5,-3,13,2,4,-26,8
Cn1c(=O)oc2cc(S(=O)(=O)NCC3CCCO3)ccc21 (stereo not given),-2,1.1,10,3,5,-12,-9,-9,3
Cc1ccc(C)c(S(=O)(=O)N(C(=O)c2ccncc2)c2ccc(OC(=O)c3ccncc3)cc2)c1,-1,0.98,1,4,-8,2,11,13,-3
CCCCOc1ccc(CSC2=NCCN2)cc1[N+](=O)[O-],-5,0.97,-9,5,-26,3,6,0,11
CCCc1nc2oc3c(NCCCN(C)C)ncnc3c2c2c1CCCC2,-4,1,-6,-3,0,-2,30,5,0
CCCn1c(=O)n(N)c2ccccc21,0,0.9,0,1,15,10,4,2,8
O=C(NCC1CCCN1S(=O)(=O)c1cccs1)c1cccc(Cl)c1 (stereo not given),-3,1,-6,1,-4,-3,20,-4,22
Cc1nc(SCc2ccccc2)c2ccsc2n1,-3,1.1,-3,-4,9,-6,14,-16,7
CN(C)C(=O)c1c(-c2ccccc2)oc2ccc(O)cc12,-2,0.97,-5,2,14,3,28,28,15
Cc1c(NC(=S)NC(NC(=O)C(C)(C)C)C(Cl)(Cl)Cl)c(=O)n(-c2ccccc2)n1C (stereo not given),-2,0.95,0,-5,2,5,5,10,9
CCOc1ccc(C(=O)C[n+]2ccccc2C)cc1,0,0.97,-6,-5,-6,3,19,-4,-1
COc1cccc2c1O/C(=N\O)C(C(=O)Nc1cccc(C)c1C)C2 (stereo not given),-3,1.1,-2,3,-20,-11,7,0,5
CC1=Nc2ccc(C)c3nc(C)cc(c23)N1c1ccc(C)cc1,-3,1.1,-1,-4,-15,-15,4,10,5
COc1ccccc1C(CCN(Cc1cccs1)C(C)=O)c1ccco1 (stereo not given),-3,0.82,-7,2,8,18,22,15,9
Cc1[nH]nc(N=CC2=C(O)CC(C)(C)CC2=O)c1-c1ccc(Cl)cc1,-4,0.94,-11,1,28,6,36,41*,1
COc1ccc(S(=O)(=O)NCCC(=O)NCc2ccccc2)cc1,-3,1,-3,1,0,-2,1,-11,18
O=S(=O)(NCc1ccc(F)cc1)c1ccc(-c2cnc(C3CC3)o2)cc1,-3,1,7,2,-2,-4,29,9,25
CCn1c(CC(=O)Nc2ccc(C)cc2)nnc1SCC(=O)NCc1ccccc1,-1,1,-1,-1,-5,-4,1,-1,13
CCC(=O)NCCc1nc2ccccc2[nH]1,-1,1.1,7,4,-3,-7,10,3,-2
CC(C)c1ccc(N2C(=O)/C(=C/N(C)C)SC2=S)cc1,-2,0.84,-4,-3,-2,16,-8,-5,30
Cn1c(CC2Sc3ccccc3NC2=O)nnc1SCC(=O)c1ccc(Cl)cc1 (stereo not given),2,0.88,1,-1,15,12,-9,2,10
CCc1ccc(OCc2nnc(SCC(=O)Nc3cccc(C(=O)N4CCOCC4)c3)o2)cc1,-5,0.89,-2,-2,-8,11,12,6,12
O=C(Cc1ccccc1)NN1CCCCC1,-2,1.1,-9,3,0,-11,9,-7,7
CCOc1ccc(NC(=S)N2CCc3cc(OC)c(OC)cc3C2COc2ccc3c(C)cc(=O)oc3c2)cc1 (stereo not given),-3,0.9,-2,-2,1,10,12,0,8
CCOc1ccc(OCC)c(-c2c(=O)n(OCc3ccc(Cl)cc3)c3ccccc3[n+]2[O-])c1,-2,0.92,-3,1,-1,8,26,24,3
CCOC(=O)c1ccc(NC2c3ccccc3C(=O)N2c2ccc(C)cn2)cc1 (stereo not given),-3,1,0,2,3,0,25,10,25
O=c1oc2ccccc2c2c1cnc1ccccc12,nt,1,6,2,nt,-3,-73,-3,nt
CC(C)CC(=O)NC(=S)Nc1ccc(F)cc1F,-2,1,-1,1,-6,-4,49*,42*,4
Cc1c(CNCCC2=CCCCC2)c(C(=O)O)c(C)n1Cc1ccccc1,-4,0.92,-5,-1,0,8,10,4,7
C=CCSc1nc(C)c(CC(=O)OCC(C)C)c(=O)[nH]1,-2,0.93,-5,-4,8,7,16,14,11
CC1CCCC(C)N1C(=O)Cn1cc(/C=C2/C(=O)Nc3ccccc32)c2ccccc21 (stereo not given),-7,0.89,7,26,-13,11,33,28,23
CC(C)(C)CC(=O)Nc1nnc(SCC(=O)N2CCCCC2)s1,-2,0.92,1,-2,18,8,-1,7,12

# 2 of the compounds above, with bars between the fields.
mol | beta cell repl | mIAP act | APOBEC3G inh | APOBEC3A inh | hIAP inh | mIAP block | tim10-1 inh | TIM10 inh | NALP3 yeast inh
O=c1oc2ccccc2c2c1cnc1ccccc12 | nt | 1 | 6 | 2 | nt | -3 | -73 | -3 | nt
CC(C)CC(=O)NC(=S)Nc1ccc(F)cc1F | -2 | 1 | -1 | 1 | -6 | -4 | 49* | 42* | 4

# (cont.)
SMILES,beta cell repl,mIAP act,APOBEC3G inh,APOBEC3A inh,hIAP inh,mIAP block,tim10-1 inh,TIM10 inh,NALP3 yeast inh
COc1ccccc1OCC(=O)Nc1ccc(S(=O)(=O)N2CCCCCC2)cc1,-1,1.3,-7,-4,5,-25,31,31,4
Cc1cccc(NS(=O)(=O)c2ccc(C(=O)N3CCC3)cc2)c1C,3,0.98,-4,0,14,2,0,0,13
C/C(=N\Nc1cccc2cccnc12)c1ccc(C)cc1,-4,0.8,25,-2,10,20,16,10,8
O=C(NCCOc1ccccc1)c1cc2ccccc2o1,0,0.94,-1,-1,-6,6,-10,-8,33
CCOC(=O)N1CCN(CC(=O)Nc2ccc(F)c(F)c2)CC1,-1,0.97,1,4,-5,2,5,-10,15
COc1ccc(C(=S)N(C)C)cc1OC,-5,1,14,0,12,0,3,-1,11
Cn1nc(C(=O)Nc2nc3ccccc3[nH]2)ccc1=O,0,0.91,-1,2,18,9,11,18,6
COc1ccccc1OCCCOc1ccc([N+](=O)[O-])cc1Cl,-4,1,4,-2,-31,-3,36,29,34
CN(C)S(=O)(=O)n1cc(/C=C(\NC(=O)c2ccccc2Cl)C(=O)NCCCn2ccnc2)c2ccccc21,0,0.89,-3,-6,-28,11,18,5,12
O=C(COc1ccccc1)n1nc(-c2ccc(Cl)cc2)nc1NCc1ccco1,-1,0.9,-5,-5,-3,10,14,20,1
COc1ccc(OCCCn2cc(/C=C3/C(=N)N4C=C(C)SC4=NC3=O)c3ccccc32)cc1,1,0.77,-5,-2,3,23,11,14,7
Cc1ccc(N(CC(=O)N(C)Cc2ccccc2)S(C)(=O)=O)cc1C,-3,1.1,-1,3,-8,-10,20,-5,7
CCO/N=C(\C)c1c(O)cc(C(C)C)n(-c2ccccc2)c1=O,-2,1.1,1,-1,-4,-12,9,-3,2
COc1ccc(OC)c(NC(=O)Cc2coc3ccc(C)cc23)c1,-1,1.1,-6,-6,12,-9,37,20,45
CCOc1cccc(-c2c(C(=O)N/N=C(\C)c3cccs3)nnn2-c2nonc2N)c1,4,1,-4,-2,8,-4,3,6,-7
CN1CCN(c2ccc(NC(=O)c3ccc4ccccc4c3)cc2)CC1,-4,1,-2,-5,-16,-4,-9,1,1
Cc1c(C(=O)N2CCN(c3ccccc3)CC2)oc2c(Cl)cccc12,-4,1.1,-6,-2,-12,-8,9,14,8
CCCN1C(=O)c2ccccc2NC1c1ccc(OC)c(CSc2ccccn2)c1 (stereo not given),0,1.1,-4,1,8,-10,30,1,7
COc1ccc(S(=O)(=O)NCCc2csc(C)n2)cc1C,1,0.95,4,8,-16,5,13,9,13
O=C(NCCc1ccc(F)cc1)c1cccc(NC(=O)c2ccccc2)c1,-3,1,-2,2,10,-2,-26,6,4
O=C(NCCc1ccccc1)C1CCCN(S(=O)(=O)c2cccnc2)C1 (stereo not given),-1,1,-5,-6,3,-1,10,10,7
Cn1ncc(N=Cc2ccc([N+](=O)[O-])cc2)c1C(=O)N1CCOCC1,-1,0.98,-7,0,20,2,-4,-2,10
COc1ccc(/C=C/C(=O)Nc2cc(C)on2)cc1,-3,0.93,0,1,5,7,-20,2,32
Cc1cccc(C(=O)NCc2ccc(S(N)(=O)=O)cc2)c1[N+](=O)[O-],0,0.95,-5,-3,-2,5,0,3,7
Cc1ccc(COC(=O)c2cc(S(=O)(=O)N3CCOCC3)ccc2C)cc1,-5,1,-4,-1,6,-2,21,17,9
CCCc1cc(=O)oc2cc(OCC(=O)NCc3ccccn3)ccc12,-3,0.92,0,5,13,8,1,12,5
COc1cc2ccccc2cc1C(=O)Nc1ccc(O)cc1,-5,0.96,12,-3,5,4,8,15,19
O=C(O)CCCNC(=O)/C(=C\c1ccc(Cl)cc1)NC(=O)c1ccccc1Br,-1,1,-8,-3,-8,-2,30,5,15
O=C(OCc1nc2ccccc2s1)c1cnccn1,0,1,-6,1,0,-4,2,-5,-1
NC(=O)c1ccccc1N/C=C1\CCCCC1=O,0,1,-9,1,-6,0,12,39,16
CCS(=O)CCSC(=N)N (stereo not given),-2,0.94,2,3,-3,6,-1,2,0
CC1=C(CCN2CCN(C(C)C)C(CCO)C2)C(C)(C)CCC1 (stereo not given),0,0.99,-6,-3,12,1,3,11,6
CC(C)Cc1nc2oc3c(NCC(C)O)ncnc3c2c2c1CCCC2 (stereo not given),0,0.99,-1,-3,9,1,24,29,7
Cc1ccccc1C(=O)Nc1ccc(N2CCCC2)cc1,-1,0.96,-9,-6,5,4,17,28,12
CSc1ccc(S(=O)(=O)NCC(=O)OCC(=O)NC2(C#N)CCCCC2)cc1[N+](=O)[O-],-3,1,-1,11,-7,-3,4,-6,12
COc1ccccc1CNC1CCN(Cc2ccccc2)CC1,-1,0.95,-4,-2,-9,4,-2,-9,8
NC(=O)C1CCN(C(=O)c2cc3c(s2)CCCC3)CC1,-4,0.97,0,-3,-13,3,14,-2,7
CN1CCN(S(=O)(=O)c2cccc(C(=O)N(C)Cc3cccs3)c2)CC1,1,1.1,-4,-1,10,-8,-2,1,3
COCC(=O)N(C)C[C@H]1N[C@@](Cc2ccccc2)(C(=O)OC)[C@H]2C(=O)N(Cc3ccccc3)C(=O)[C@@H]12,0,1,-7,-5,-4,-4,2,2,18
CCCCN(C(=O)CSCC(=O)Nc1ccc(C)cc1)c1c(N)n(CC(C)C)c(=O)[nH]c1=O,1,0.98,-7,0,1,2,0,2,13
